# HCV core dimer = HCV core protein dimerization inhibition | TR-FRET GST/Flag-core106 dimerization, 1536-well | inhibition, % at 5 µM | 0.33% of 300,000 active;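 active = inhibition above the mean of all tested compounds plus 3 SD, set per screening campaign, cut at about 45% in these data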
#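 test system = GST/Flag-tagged HCV core106 proteins | probe or stimulus = Eu donor and XL665 acceptor anti-tag antibodies | times = compound-protein-antibody incubation 4 h at 22.5 °C | signal = TR-FRET, excitation 340 nm, emission 617 and 671 nm | measure = percent inhibition of core106 dimerization signal | controls = wells lacking GST-core106 and wells with excess unlabelled core106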
# PAFAH2 FP inh = inhibitors of human PAFAH2. recombinant PAFAH2, FP-rhodamine activity probe, fluorescence polarization. inhibition, % at 3.39 µM. 0.99% of 340,000 active. Q99487;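 active = inhibition above the mean over all tested compounds plus 3 SD, cut at about 30% in these data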;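 also: inhibitors block probe labeling of enzyme so polarization drops; 0% = enzyme with DMSO and 100% = wells lacking PAFAH2 protein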
# CTSL1 counter = blocks F. hepatica cathepsin L1 in PFM18AAP counter-screen. recombinant F. hepatica cathepsin L1, Z-Leu-Arg-MCA fluorescence. inhibition, % at 5.96 µM. 0.49% of 300,000 active;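 active = inhibition above the mean of all tested compounds plus 3 SD, set per screening campaign, cut at about 17% in these data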;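 also: 0% = plate median of test compound wells and 100% = 1 µM Z-Phe-Ala-diazomethylketone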
# PP1 inh = PP1-alpha (human) inhibition in PP5 counter-screen. P62136. 0.9% of 320,000 active. purified PP1alpha, OMFP fluorescence. inhibition, % at 6.7 µM;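 active = inhibition above the mean inhibition of all tested compounds plus 3 SD, computed separately for each screening campaign, cut at about 15% in these data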
# Target sequence (P62136 whole entry, looked up): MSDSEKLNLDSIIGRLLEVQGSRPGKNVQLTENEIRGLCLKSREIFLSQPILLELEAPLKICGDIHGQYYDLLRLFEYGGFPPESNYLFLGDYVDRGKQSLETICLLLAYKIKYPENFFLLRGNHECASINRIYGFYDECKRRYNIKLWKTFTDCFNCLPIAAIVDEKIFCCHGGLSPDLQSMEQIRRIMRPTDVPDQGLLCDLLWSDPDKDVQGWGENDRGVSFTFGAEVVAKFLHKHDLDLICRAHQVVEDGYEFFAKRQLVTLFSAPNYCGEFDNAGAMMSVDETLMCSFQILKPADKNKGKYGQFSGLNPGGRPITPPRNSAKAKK
# proCasp3 act = activators of human procaspase-3; P42574; recombinant procaspase-3 D3A, Ac-DEVD-pNA absorbance 405 nm; activation, % at 8.5 µM; 0.11% of 330,000 active; AID 463141;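 active = activation above the mean of all tested compounds plus 3 SD, cut at about 21% in these data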;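 also: 0% = DMSO alone and 100% = DMSO wells spiked with extra 5 µM PC-3 D3A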
# Target sequence (P42574 whole entry D9A/D28A/D175A): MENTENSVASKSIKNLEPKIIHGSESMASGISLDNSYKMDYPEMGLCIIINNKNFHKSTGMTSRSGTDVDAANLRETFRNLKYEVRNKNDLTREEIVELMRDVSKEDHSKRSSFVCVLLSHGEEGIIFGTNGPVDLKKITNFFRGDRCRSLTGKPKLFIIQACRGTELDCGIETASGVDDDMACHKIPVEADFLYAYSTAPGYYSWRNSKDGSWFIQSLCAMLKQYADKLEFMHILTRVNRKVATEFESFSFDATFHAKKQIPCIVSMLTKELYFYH
#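 Technique: 405 nm absorbance of p-nitroaniline, reads at 0 and 120 min; Test system: Procaspase-3 D3A mutant; Incubation: 1 h enzyme-compound preincubation, then 2 h substrate reaction, 25 °C; Repeats: singlicate, each compound tested once; Benchmarks: low control DMSO wells, high control DMSO plus 5 µM PC-3 D3A.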
# AHR act = activates the human aryl hydrocarbon receptor; P35869; 2.5% of 320,000 active; AID 2796; activation, % at 5 µM; AHR-responsive luciferase reporter cells, luminescence; in the data active = activation above about 47%;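 also: 0% = vehicle wells and 100% = reference agonist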
# PP5 inh = PP5 (human) phosphatase inhibition. P53041. 0.18% of 320,000 active. inhibition, % at 6.7 µM. purified PP5c, OMFP substrate fluorescence;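 active = inhibition above the campaign's mean inhibition across all tested compounds plus 3 SD, cut at about 9.5% in these data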;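 also: 0% = DMSO only and 100% = 100 µM cantharidin control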
# TPT1 inhibitor = inhibitors of Candida albicans tRNA 2'-phosphotransferase TPT1. recombinant caTPT1, FP RNA substrate dephosphorylation. inhibition, % at 5 µM. AID 1962. 0.81% of 300,000 active;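 active = inhibition above the mean of all tested compounds plus 3 SD, set per screening campaign, cut at about 24% in these data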;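 also: plate controls were DMSO alone for no effect and ferristatin control at 100 nM for full effect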
# proCasp7 act = activates human procaspase-7, counter-screen for procaspase-3 activators. activation, % at 8.5 µM. P55210. recombinant procaspase-7, Ac-DEVD-pNA absorbance 405 nm; D23A/D198A/D206A triple mutant, cannot self-cleave; scale: DMSO 0, 5 µM enzyme 100. 0.093% of 330,000 active. AID 463210;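 active = percent activation above the screen-wide mean plus 3 SD, cut at about 25% in these data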
# Target sequence (P55210 whole entry D23A/D198A/D206A): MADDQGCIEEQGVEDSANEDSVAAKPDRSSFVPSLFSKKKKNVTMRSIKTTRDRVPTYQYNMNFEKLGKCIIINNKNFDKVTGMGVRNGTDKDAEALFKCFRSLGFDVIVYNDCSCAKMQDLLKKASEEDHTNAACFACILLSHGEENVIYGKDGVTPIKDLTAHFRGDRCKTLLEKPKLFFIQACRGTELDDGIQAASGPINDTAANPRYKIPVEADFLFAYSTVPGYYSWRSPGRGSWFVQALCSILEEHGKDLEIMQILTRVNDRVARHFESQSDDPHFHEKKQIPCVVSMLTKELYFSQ
#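 Assay system: Uncleavable procaspase-7 mutant enzyme / Input: 2 µM procaspase-7 mutant as dispensed / Dosing: single nominal 8.5 µM compound dose, 0.8% DMSO final / Timing: 1 h enzyme–compound preincubation and 2 h substrate reaction, both 25 °C / Detection: p-Nitroaniline absorbance at 405 nm, read at 0 and 120 min / Replication: singlicate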
# Active calls of the source: *; x = not tested or not shown.
SMILES,HCV core dimer,PAFAH2 FP inh,CTSL1 counter,PP1 inh,proCasp3 act,AHR act,PP5 inh,TPT1 inhibitor,proCasp7 act
NS(=O)(=O)c1ccc(NC(=O)c2cc(=O)c3ccccc3o2)cc1,-1,-7,1,-2,0,-1,0.1,3,-12
O=C(O)c1cccc2c(/C=N/Nc3ccccn3)c[nH]c12,-16,-4,1,-2,-1,9,-1.8,3,2
CCCCn1c(SCC(=O)N2CCCC2)nc2c1c(=O)n(C)c(=O)n2C,-5,3,2,0,3,1,-0.4,1,6
COc1ccc(C2(CCN=Cc3ccc(N(C)C)cc3)CCOC(C)(C)C2)cc1 (configuration not stated),0,-2,1,-3,5,2,0.3,2,3
CC1(C)Cc2c(sc3nc(=S)[nH]c(N)c23)CO1,3,x,5,-2,-18,1,-2.0,2,-30
COc1cc(OC)cc(C(=O)Nn2cnnc2)c1,-5,3,14,-3,-5,2,1.2,-3,3
Cc1ccc(S(=O)(=O)N2CCC(C(=O)N[C@@H](Cc3ccccc3)C(=O)O)CC2)cc1,-3,-1,-1,-1,-8,-2,2.6,2,7
CC(OC(=O)CNC(=O)COc1ccccc1)C(=O)N(C)Cc1ccccc1 (configuration not stated),-2,-2,-12,-4,-6,1,1.3,2,0
CN(C)C=NC(=O)c1cc(C(=O)c2ccc(C(C)(C)C)cc2)c[nH]1,3,4,-2,1,0,25,1.2,2,3
CC(=O)c1ccc(Nc2c3c(nc4ccccc24)CCCC3)cc1,7,1,-10,1,0,8,4.1,3,0
COc1ccc(-c2noc(N3CCC(C(=O)NCc4ccc(F)cc4)CC3)n2)cc1,2,4,1,1,7,1,1.1,-5,-2
COc1ccc(-c2cn3cccnc3n2)cc1NC(=O)C(C)C,-1,2,-4,-9,-10,49*,1.2,2,3
C[C@@H](C(=O)NCc1ccccc1)[C@H]1C[C@]1(C)[C@H](NC(=O)OCc1ccccc1)c1ccccc1,4,9,3,0,8,1,2.5,-3,5
COC(=O)c1cc(=O)nc2sc(-c3ccc(F)cc3)nn12,4,-3,2,0,0,-1,1.6,-3,-10
Cc1cccc(C)c1OCC(=O)Nc1cccc(NC(=O)c2ccco2)c1,20,-2,-2,0,8,9,5.2,1,11
O=C(c1ccc(N2CCCCC2)c([N+](=O)[O-])c1)N1CCOCC1,-3,-2,-7,-4,11,0,2.8,-1,10
COc1ccc2c(c1)C1C=CCC1C(c1cc3c(cc1Br)OCO3)N2 (configuration not stated),28,1,-3,3,-11,5,2.5,9,-5
CCOc1cc(NS(C)(=O)=O)c(OCC)cc1NC(=O)c1cccs1,-3,-1,2,-1,-3,5,1.5,1,6
O=C(Nc1ccccc1C(F)(F)F)c1ccc2nccnc2c1,-1,-2,0,-1,2,-4,2.5,39*,15
CCCn1nnnc1SCC(=O)NC1CCCC1,-8,-4,-3,-2,-3,1,0.5,0,6
Cc1ccc(CN2CCN(Cc3cccc(C)n3)CC2CCO)cc1 (configuration not stated),-10,2,1,-2,3,0,0.2,-4,4
O=C(C1CC1)N(Cc1nc2ccccc2c(=O)[nH]1)Cc1cccs1,-6,-1,-1,4,5,1,-0.1,-3,1
S=C(Nc1ccc(Cl)c(Cl)c1)NN1CCOCC1,-12,4,-3,1,-11,0,2.4,-1,-2
CCN1CCN(S(=O)(=O)c2ccc(Cl)c(C(=O)N(C)CCOc3ccc(Cl)cc3)c2)CC1,-3,-3,4,-1,-2,1,2.8,1,-3
Cc1nc(N)nc(Cl)c1Cc1ccc(Cl)cc1,1,5,-1,3,-1,-2,4.8,-2,4
# The results go on:
SMILES,HCV core dimer,PAFAH2 FP inh,CTSL1 counter,PP1 inh,proCasp3 act,AHR act,PP5 inh,TPT1 inhibitor,proCasp7 act
Fc1ccccc1CNCCC(Cc1ccccc1)c1ccc2c(c1)OCO2 (configuration not stated),-11,1,-1,10,2,4,-2.2,1,-7
COc1ccccc1CN(CC(=O)NCc1ccc2c(c1)OCO2)C(=O)c1ccc2c(c1)OCCO2,13,3,0,2,2,14,1.3,-7,-7
C/C(=N\NC(=O)c1ccc(O)cc1)c1cccc(NC(=O)c2ccc(Cl)cc2)c1,2,-2,0,3,2,-3,5.3,1,4
Cc1cccc(N2C(=O)CC(NNc3nc4ccccc4s3)C2=O)c1 (configuration not stated),6,4,3,-6,2,3,1.0,3,1
CCCCCCSC1=C(C#N)C(c2ccc(O)cc2)CC(=O)N1 (configuration not stated),1,-4,-4,-3,3,4,3.4,-1,18
O=C(Cn1cc(C(F)(F)F)ccc1=O)Nc1ccc(N2CCOCC2)cc1,3,3,-2,3,-5,1,-1.0,-2,8
CC(=O)Nc1ccc(S(=O)(=O)NCCC(=O)N2CCN(C(c3ccccc3)c3ccccc3)CC2)cc1,6,7,3,-3,-1,0,2.8,-2,-1
O=C(Nc1ccc(C(=O)N2CCOCC2)cc1)Nc1ccc(Cl)cc1Cl,10,0,-2,0,4,1,0.3,-1,14
CN(Cc1ccccc1)C(=O)c1[nH]cnc1C(=O)Nc1ccon1,x,-2,x,-5,9,7,-1.1,x,17
COC(=O)C1CN(C(=O)C(C)Oc2cc(C)ccc2C(C)C)c2ccccc2O1 (configuration not stated),4,-1,1,6,7,20,2.9,2,5
COc1ccccc1NC(=O)C(=O)NNC(=O)c1ccco1,-6,-1,3,1,-7,7,0.1,-7,14
CC(C)(CNC(=O)Cc1ccc(NS(=O)(=O)c2cccc(C(F)(F)F)c2)cc1)N1CCOCC1,-4,0,0,-1,12,-1,-0.1,2,6
Cc1cc(C(=O)COC(=O)CNC(=O)c2ccc(Cl)c(Cl)c2)c(C)n1Cc1ccco1,11,3,3,3,-6,-4,2.2,4,-9
CC(C)N(Cc1cn(C)nc1-c1cccc(Cl)c1)Cc1nccn1C,-2,0,0,-3,1,1,5.7,2,-7
CS(=O)(=O)NCCNc1cc(Cl)ccc1[N+](=O)[O-],-2,-1,2,0,5,0,-0.2,-2,-6
COc1ccc(C)cc1S(=O)(=O)NC1CCCC1,-3,-5,0,1,4,0,3.2,3,9
CCOC(=O)c1nn(-c2ccc(C)cc2)c(=O)c2c(N)scc12,-3,9,17*,4,-26,-2,10.0*,1,-27
Cc1ccc(OCCCCN(C)Cc2ccccc2)c(Br)c1,-9,6,4,3,3,4,1.2,-1,10
O=C(N/N=C1\CCCc2ccccc21)c1cccc([N+](=O)[O-])c1,2,7,-2,-2,0,12,3.3,1,6
CC1Cc2ccccc2N1c1nc(C2CC2)nc2c1nnn2Cc1ccccc1 (configuration not stated),12,3,4,2,2,16,1.3,-1,0
COc1ccc(NC(C)=O)cc1S(=O)(=O)Nc1ccc(C(=O)N2CCCC2)cc1,-2,4,0,-3,4,1,0.1,2,10
O=C(COC(=O)C1CCN(S(=O)(=O)c2ccccc2)CC1)NC(=O)c1ccc(OC(F)F)cc1,-7,-3,-5,3,6,0,-0.9,2,0
Cn1ncc2c(Nc3ccc4ccccc4c3)ncnc21,-9,1,1,0,5,24,2.5,-3,6
CCn1c(COc2ccccc2)nnc1SCC(=O)Nc1cc(OC)ccc1OC,0,10,-1,6,0,3,5.2,-1,5
O=C(Nc1ccc(Br)cc1Cl)c1cnccn1,68*,10,-7,0,-4,8,2.3,9,-4

# Marked active in TPT1 inhibitor (from the list above):
Structure | HCV core dimer | PAFAH2 FP inh | proCasp3 act | AHR act | PP5 inh | TPT1 inhibitor
O=C(Nc1ccccc1C(F)(F)F)c1ccc2nccnc2c1 | -1 | -2 | 2 | -4 | 2.5 | 39*

# More results:
SMILES,HCV core dimer,PAFAH2 FP inh,CTSL1 counter,PP1 inh,proCasp3 act,AHR act,PP5 inh,TPT1 inhibitor,proCasp7 act
COCCn1nnnc1SCC(=O)Nc1ccc2c(c1)OCO2,-1,-1,-4,-2,2,68*,-1.9,1,-3
O=C(NC1CCCC1)c1cc(-c2ccc(Cl)cc2)on1,0,5,2,1,6,-2,1.4,-4,-1
Cc1ccccc1-n1ncc2c([N+](=O)[O-])cc([N+](=O)[O-])cc21,-4,11,0,0,15,-1,5.6,2,1
Cc1ccc(NC(=O)CN2CCC(NC(=O)Cc3ccccc3)CC2)c(C)c1,-1,2,0,-2,10,1,1.2,0,-7
CCOCCCNC(=O)C(c1ccc(C)cc1)N(Cc1cccs1)C(=O)CNC(C)=O (configuration not stated),1,8,0,-2,-7,1,1.5,1,-1
CCCN(CC(=O)Nc1ccc(C(N)=O)cc1)CC(=O)Nc1ccccc1C,3,-3,-2,-9,2,0,-4.0,5,7
CCc1ccc2nc(NC(=O)c3ccc4c(=O)[nH]c(CN5CCOCC5)nc4c3)sc2c1,1,x,-2,-2,2,21,-0.2,-2,12
Cc1ccc(S(=O)(=O)N(CC(=O)Nc2cc(C)ccc2C)C(=O)N2CCN(C)CC2)cc1,-4,2,-1,-2,3,-1,-0.2,0,2
NS(=O)(=O)c1ccc(CCNC(=O)Nc2ccc(Cl)c(Cl)c2)cc1,-2,-7,-4,6,-2,5,4.8,0,-10
O=C(CN(Cc1ccccc1)C1=NCCS1)c1ccc(Cl)cc1,2,-7,-4,-7,0,1,1.2,3,3
Cc1cc(C(=O)Nc2ccccc2N2CCCCC2)no1,1,3,7,-2,0,0,0.7,1,-7
Cc1ccc(NC(=S)Nc2ccc(F)cc2)cc1,7,8,0,-1,7,-2,-0.9,-3,-2
Cc1nc2sc(C(c3ccco3)N3CCC4(CC3)OCCO4)c(O)n2n1 (configuration not stated),-2,-2,4,0,-2,-2,0.1,0,-4
FC(F)(F)c1nc2ccccc2n2c(-c3c(Cl)cccc3Cl)nnc12,0,1,1,13,5,-2,-2.1,-1,8
COc1cc(C2CC(=O)N(CC(=O)NCC3CCCO3)c3ccccc3S2)cc(OC)c1OC (configuration not stated),-1,2,-2,1,5,-1,4.1,3,-4
CCOc1ccc(NC2=NCCC(=O)N2Cc2cccs2)cc1,-3,6,-1,-3,2,1,1.0,-1,8
Cn1nc(C(=O)N2CCOCC2)c([N+](=O)[O-])c1C(=O)N1CCOCC1,3,2,-1,2,3,14,-0.1,0,11
Cc1ccc(OCC(=O)Nc2ccc3c(c2)nc(CCN2CCOCC2)n3C)cc1,-4,-5,3,-3,3,-6,3.4,-1,13

# One compound at a time, as listed above.
# Entry for `Cc1ccccc1-n1ncc2c([N+](=O)[O-])cc([N+](=O)[O-])cc21` = HCV core dimer: -4; PAFAH2 FP inh: 11; CTSL1 counter: 0; PP1 inh: 0; proCasp3 act: 15; AHR act: -1; PP5 inh: 5.6; TPT1 inhibitor: 2; proCasp7 act: 1
# Entry for `CCCN(CC(=O)Nc1ccc(C(N)=O)cc1)CC(=O)Nc1ccccc1C` = HCV core dimer: 3; PAFAH2 FP inh: -3; CTSL1 counter: -2; PP1 inh: -9; proCasp3 act: 2; AHR act: 0; PP5 inh: -4.0; TPT1 inhibitor: 5; proCasp7 act: 7
# Entry for `Cc1ccc(NC(=S)Nc2ccc(F)cc2)cc1` = HCV core dimer: 7; PAFAH2 FP inh: 8; CTSL1 counter: 0; PP1 inh: -1; proCasp3 act: 7; AHR act: -2; PP5 inh: -0.9; TPT1 inhibitor: -3; proCasp7 act: -2

# High-throughput results (PubChem BioAssay)
